From PubChem
Mcl1 Bid PPI = Mcl-1/Bid interaction inhibition | Q07820 | TR-FRET Mcl-1/Bid-Dy647 peptide binding, 1536-well | inhibition, % at 21.7 µM | 0.97% of 220,000 active | AID 1021;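 active = compounds that cut the binding signal by more than half at the single screening dose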;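 note: His-tagged Mcl-1 with europium anti-His antibody binding Bid BH3 peptide; 0% = Mcl-1 plus peptide wells and 100% = peptide-only wells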
Target sequence (Q07820 whole entry, looked up): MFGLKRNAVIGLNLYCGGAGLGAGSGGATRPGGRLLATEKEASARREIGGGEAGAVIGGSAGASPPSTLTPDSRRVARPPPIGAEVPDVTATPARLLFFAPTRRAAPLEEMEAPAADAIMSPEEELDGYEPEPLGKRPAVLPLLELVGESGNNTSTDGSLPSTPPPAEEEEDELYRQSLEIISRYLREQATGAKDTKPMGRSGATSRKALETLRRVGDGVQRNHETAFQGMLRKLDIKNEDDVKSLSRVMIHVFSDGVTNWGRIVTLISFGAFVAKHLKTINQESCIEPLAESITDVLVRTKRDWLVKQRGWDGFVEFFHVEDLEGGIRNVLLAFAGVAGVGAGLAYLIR
Bcl-B Bim block = inhibitors of Bim-Bcl-B interaction, human; 0.073% of 190,000 active; bead-based flow cytometry, Bim peptide-Bcl-B binding; inhibition, % at 10 µM;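 note: 0% = tracer peptide without compound and 100% = reference inhibitor peptide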
Target sequence (Q9HD36 whole entry, looked up): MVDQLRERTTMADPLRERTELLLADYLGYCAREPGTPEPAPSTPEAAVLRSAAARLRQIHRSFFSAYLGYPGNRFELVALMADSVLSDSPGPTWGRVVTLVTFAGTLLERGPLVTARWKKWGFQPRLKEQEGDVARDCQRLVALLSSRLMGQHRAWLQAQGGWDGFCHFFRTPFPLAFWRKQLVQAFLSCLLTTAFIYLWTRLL
Bcl-2 Bim block = human Bim-Bcl-2 interaction inhibition; AID 950; Bead-based flow cytometry, Bim peptide-Bcl-2 binding; P10415; inhibition, % at 10 µM; 0.06% of 190,000 active; in the data active = inhibition above about 40%; inconclusive = no clear call, values can overlap the other calls;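 note: 0% = no compound wells with probe peptide and 100% = reference peptide inhibitor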
Target sequence (P10415 whole entry, looked up): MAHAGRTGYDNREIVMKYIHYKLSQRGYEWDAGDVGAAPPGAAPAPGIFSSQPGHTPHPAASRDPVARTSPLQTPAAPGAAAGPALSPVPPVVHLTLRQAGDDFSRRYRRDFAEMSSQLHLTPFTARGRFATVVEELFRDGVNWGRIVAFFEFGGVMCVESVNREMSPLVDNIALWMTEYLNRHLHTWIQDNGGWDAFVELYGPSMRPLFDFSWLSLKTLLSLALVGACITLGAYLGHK
Bim-Mcl-1 = disrupts Bim peptide binding to human Mcl-1. 0.1% of 190,000 active. inhibition, % at 10 µM. Bead-based flow cytometry, Bim peptide-Mcl-1 binding. Q07820;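 note: 0% = no compound tracer wells and 100% = peptide blocker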
RGS4-Gao reg = modulates binding of RGS4 to human Galphao. Multiplexed bead flow cytometry; actives lie on both sides. 0.33% of 220,000 active. AID 1415. P09471. binding response (% of control), % at 10 µM; in the data active = binding response below about 49% or above about 150%; inactive = in between;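 note: fluorescent Galphao activated with aluminum fluoride binding bead-coupled RGS4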
Bfl-1 Bim block = human Bim-Bfl-1 interaction inhibition | AID 1008 | Bead-based flow cytometry, Bim-Bfl-1 binding inhibition | inhibition, % at 10 µM | 0.12% of 190,000 active;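 note: 0% = wells without compound plus tracer and 100% = blocker peptide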
Bcl-XL Bim block = inhibitors of Bim-Bcl-XL interaction, human; 0.04% of 190,000 active; Bim peptide-Bcl-XL binding, bead flow cytometry, fluorescence; inhibition, % at 10 µM; AID 1007
Target sequence (Q07817 whole entry, looked up): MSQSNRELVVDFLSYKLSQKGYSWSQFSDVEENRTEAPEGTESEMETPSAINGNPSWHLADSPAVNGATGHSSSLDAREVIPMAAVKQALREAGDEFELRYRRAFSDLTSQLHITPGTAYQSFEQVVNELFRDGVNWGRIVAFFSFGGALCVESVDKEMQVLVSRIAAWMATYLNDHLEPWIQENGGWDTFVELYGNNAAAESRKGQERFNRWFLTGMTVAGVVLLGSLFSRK
RGS8-Gao reg = human RGS8-Galphao interaction regulation. 0.34% of 220,000 active. P09471. multiplexed bead flow cytometry, RGS8-Galphao binding; actives lie on both sides. response (percent of control binding), % at 10 µM; in the data active = response below about 60% or above about 140%; inactive = in between;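 note: Galphao activated as the GDP aluminium fluoride complex binding bead-coupled RGS8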
RGS7-Gao reg = human RGS7-Galphao interaction regulation. P09471. Multiplexed bead flow cytometry, RGS7-Galphao binding; actives lie on both sides. binding response (% of control), % at 10 µM. 0.35% of 220,000 active; in the data active = binding response below about 49% or above about 150%; inconclusive = no clear call, values can overlap the other calls; inactive = in between;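 note: fluorescent Galphao held in activated GDP-AlF4 state binding bead-coupled RGS7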
Bcl-W Bim block = human Bim-Bcl-W interaction inhibition. inhibition, % at 10 µM. AID 952. 0.02% of 190,000 active. bead-based flow cytometry, Bim peptide-Bcl-W binding;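 note: 0% = bound tracer without compound and 100% = peptide blocker; higher means less fluorescent Bim peptide bound to Bcl-W beads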
Mcl1-Noxa inh = disrupts binding of human Mcl-1 to Noxa peptide | Q07820 | TR-FRET Mcl-1/Noxa peptide binding, 2 h | inhibition, % at 21.7 µM | 1.5% of 220,000 active | AID 1022;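 active = compounds that cut the protein-peptide binding signal by more than 50% relative to plate controls in a single-dose test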;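 note: His-tagged Mcl-1 with rhodamine Noxa BH3 peptide and terbium anti-His antibody; 0% = Mcl-1 plus Noxa peptide wells and 100% = peptide-only wells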
* = called active by the depositor; ? = inconclusive; · = not tested or not shown. Cut-off read from the data, not from the text of the source, unless noted: active = inhibition above about 40%. This is a random part of the collection. Share with any hit: about 2.7%.

SMILES	Mcl1 Bid PPI	Bcl-B Bim block	Bcl-2 Bim block	Bim-Mcl-1	RGS4-Gao reg	Bfl-1 Bim block	Bcl-XL Bim block	RGS8-Gao reg	RGS7-Gao reg	Bcl-W Bim block	Mcl1-Noxa inh
COc1ccc(CC(=O)Nc2nc(-c3cccnc3)cs2)cc1	9.3	-13.0	-3.0	-9.0	101.2	-4.0	-10.0	100.5	100.7	-7.0	-4.5
CCOC(=O)c1c(CSc2ccc(C)cc2)oc2ccc(O)cc12	-9.0	-7.0	-1.0	-4.0	101.3	0.0	-5.0	99.9	99.0	-3.0	23.6
Cc1cc(C(=O)NCc2ccc(S(N)(=O)=O)cc2)c(C)o1	-23.8	-3.0	0.0	-3.0	101.6	-1.0	-4.0	99.7	96.7	-3.0	-17.1
CCOC(=O)c1nnn(-c2nonc2-n2cccc2)c1-c1cccc([N+](=O)[O-])c1	-26.4	-4.0	-3.0	0.0	98.1	-1.0	-4.0	98.9	101.8	-3.0	3.3
Cc1cc[n+](CC(=O)N2CCCc3ccccc32)cc1	0.7	1.0	2.0	-4.0	98.6	3.0	-1.0	101.7	88.3	-4.0	10.9
O=C1N=c2ccc(Br)cc2=C1c1sc(=S)n(NS(=O)(=O)c2ccccc2)c1O	52.0*	-2.0	-1.0	-1.0	96.6	-3.0	-4.0	100.3	95.9	-2.0	83.1*
CC(=O)Nc1nc(NC(=O)/C=C/c2ccccc2)n(-c2ccccc2)n1	-20.9	4.0	5.0	3.0	90.6	8.0	0.0	75.7	93.5	1.0	-29.6
C=CCNC(=S)NNC(=O)c1ccccc1	-41.4	-10.0	-10.0	0.0	97.1	-10.0	-5.0	98.7	94.8	-1.0	3.3
COc1ccccc1OCc1ccc(C(=O)NCc2cccnc2)o1	6.2	-9.0	-10.0	-4.0	105.5	-9.0	-7.0	105.1	106.0	-3.0	-5.9
O=C(COC(=O)c1cccc2c1C(=O)c1ccccc1C2=O)NC1CCCCC1	0.3	-3.0	-7.0	0.0	95.9	-5.0	0.0	97.1	94.2	0.0	10.7
O=C(CN1C(=O)C2CC=CCC2C1=O)NCC1COc2ccccc2O1 (centres undefined)	-1.8	0.0	-2.0	0.0	98.0	-1.0	0.0	99.5	97.9	0.0	-0.5
CCOC(=O)N1CCC(NS(=O)(=O)c2ccc3c(c2)C(C)(C)C(=O)N3C)CC1	-3.3	-7.0	-9.0	-1.0	102.6	-13.0	-4.0	102.8	102.9	-2.0	-10.2
OC(CN1CCN(c2ccccc2)CC1)c1c[nH]c2ccccc12 (centres undefined)	-55.2	0.0	0.0	0.0	99.8	-1.0	1.0	97.9	95.4	1.0	6.0
CC(C)CNc1c(N)c(=O)oc2ccccc12	-14.2	-11.0	-6.0	-3.0	95.0	-12.0	0.0	94.8	91.0	-5.0	-3.2
COc1ccc2nccc(C(N)=O)c2c1	-9.1	·	·	·	105.7	·	·	104.2	?	·	-5.2
CCCOc1ccc2c(=O)c(N3C(=O)c4ccccc4C3=O)c(C)oc2c1	-13.4	0.0	-7.0	-1.0	97.9	-2.0	-3.0	100.7	100.0	-1.0	-3.9
COC(=O)c1c(C)[nH]c(C)c1-c1ccccc1	-20.9	-9.0	-10.0	-4.0	104.4	-8.0	-6.0	101.2	97.0	1.0	3.6
Cc1ccc2c(c1)COc1c3ccc(C(=O)NCC4CC4)cc3nn1-2	-58.0	·	·	·	105.7	·	·	104.7	?	·	18.6
CCOc1cccc(OCCOCCn2cnc3ccccc3c2=O)c1	-4.8	-2.0	-1.0	2.0	105.4	0.0	0.0	97.0	107.3	-2.0	12.9
Cc1c(-c2ccccc2)oc2c(C(=O)N3CCN(c4ccccc4F)CC3)cccc2c1=O	8.4	-6.0	0.0	-2.0	108.3	-3.0	-2.0	110.7	104.6	-2.0	6.8
CCOC(=O)Nc1ccc2c(c1)Nc1ccccc1S2	-20.6	-12.0	-6.0	0.0	98.3	-12.0	-9.0	98.5	99.8	1.0	41.2
COc1cccc(/C=N/NC(=O)Cn2cnc3c2c(=O)n(C)c(=O)n3C)c1OC	-6.8	·	·	·	89.6	·	·	102.9	?	·	3.6
CC1CN(C(=O)COC(=O)c2cc([N+](=O)[O-])ccc2Cl)CC(C)O1 (centres undefined)	-27.3	-6.0	0.0	0.0	97.5	-4.0	-2.0	100.5	100.1	-1.0	13.7
Cc1nn(-c2cc(C)c3ccccc3n2)c2c1CCC2	1.1	-7.0	-9.0	-2.0	109.4	-10.0	-4.0	110.3	109.3	-2.0	20.2
COC(=O)c1sccc1NC(=O)CC1C(=O)NCCN1C(=O)c1ccc(F)cc1 (centres undefined)	2.6	·	·	·	96.0	·	·	98.6	?	·	5.2
COc1ccc(/C=N/OC/C(O)=C(\C#N)c2nc3ccccc3[nH]2)cc1OC	-39.2	12.0	15.0	11.0	96.6	17.0	17.0	98.2	94.8	9.0	37.1
CSc1nc2nc3c(cn2n1)C(=O)CC(c1ccccc1)C3 (centres undefined)	-7.2	-11.0	-12.0	-4.0	100.7	-14.0	-5.0	100.5	100.8	0.0	10.6
COc1cccc(CNC(=O)c2c[nH]n3c(=O)c(Cl)c(C)nc23)c1	22.6	7.0	8.0	9.0	81.7	9.0	10.0	87.5	91.6	9.0	12.0
CCOc1cc(C(=O)NC(C)CC)cc(OCC)c1OCC (centres undefined)	-19.1	-2.0	-3.0	3.0	102.4	-13.0	-6.0	102.6	99.1	2.0	-3.7
Cc1ccc(S(=O)(=O)N2CCN(C(=O)Cn3nc(C(=O)O)c4ccccc4c3=O)CC2)cc1	-7.8	·	·	·	94.8	·	·	97.0	?	·	0.7
O=C(Nc1ccc2c(c1)OCO2)N1CCN(c2cccc(C(F)(F)F)c2)CC1	-15.3	-8.0	-5.0	-5.0	46.5*	-7.0	-7.0	72.4	68.2	-8.0	8.0
CCOC(=O)N1CCC(N2Cc3cccc(C(=O)Nc4cc(F)ccc4F)c3C2=O)CC1	-4.4	-3.0	-8.0	0.0	101.6	-9.0	-1.0	102.1	99.4	2.0	22.5
O=[N+]([O-])c1cccc(N/N=C/c2cccc(O)c2O)c1	-35.1	-1.0	0.0	4.0	98.0	5.0	1.0	98.4	97.6	1.0	67.5*
CC1CCc2cc(F)ccc2N1C(=O)CSc1nnc(-c2cccs2)n1C (centres undefined)	-0.5	0.0	-1.0	0.0	103.9	-2.0	-4.0	100.7	100.4	1.0	-11.8
CC(=O)NC(=S)Nc1ccccc1C(=O)Nc1ccccc1	-50.2	1.0	-2.0	-3.0	97.2	-8.0	-7.0	99.2	99.0	-2.0	14.4
CN1CCN(S(=O)(=O)c2ccc(NC(=O)c3ccco3)cc2)CC1	-22.6	0.0	-5.0	-7.0	104.0	-2.0	0.0	99.0	101.4	-3.0	1.4
O=C(/C=C/c1cccc(Oc2ccccc2)c1)N1CCOCC1	-23.3	-3.0	-3.0	-2.0	102.7	-4.0	-4.0	102.2	100.6	-2.0	-3.6
CCN(CC)S(=O)(=O)c1ccc(NN=c2c(=O)c3ccccc3c2=O)cc1	-43.9	·	·	·	103.7	·	·	102.5	?	·	19.0
CC1(C)CC(=O)c2cc(NC(=O)c3ccccc3)c(=O)oc2C1	-17.1	5.0	-1.0	6.0	100.3	6.0	1.0	100.9	104.1	7.0	15.3
O=C(C[n+]1ccccc1)N/N=C/c1ccc(F)cc1	-20.2	-2.0	-3.0	0.0	97.0	-7.0	-2.0	100.6	98.5	-1.0	3.2
N/C(=N\OCc1ccc([N+](=O)[O-])cc1)c1ccccn1	-11.2	-3.0	-3.0	-1.0	105.5	-4.0	-3.0	102.2	?	-2.0	-13.8
O=C(Cn1cc(C(=O)c2cccs2)c2ccccc21)NCc1ccc2c(c1)OCO2	-5.1	-11.0	-7.0	-1.0	101.7	-8.0	-13.0	98.8	97.8	-8.0	-8.6
Cc1ccc(SCCNC(=S)Nc2ccccc2)cc1	-66.2	-7.0	-6.0	0.0	97.9	-10.0	-10.0	98.1	101.3	2.0	15.9
Cc1cc(NC(=O)CSc2nc3ccsc3c(=O)n2CCCCC(=O)O)no1	-11.1	-1.0	-2.0	-2.0	98.8	0.0	-4.0	101.0	99.3	-1.0	-3.9
O=C(CNS(=O)(=O)c1ccccc1)OCC(=O)c1cccc([N+](=O)[O-])c1	-30.6	-2.0	0.0	-3.0	100.3	6.0	-3.0	103.6	97.8	-4.0	19.1
c1ccc(OCCOc2ncnc3sccc23)cc1	-8.5	-4.0	-6.0	0.0	99.4	-9.0	-5.0	99.3	95.7	0.0	-2.0
CC(C)(C)c1ccc(SCCc2ccccn2)cc1	-9.1	·	·	·	98.0	·	·	99.4	?	·	0.3
O=c1cc(-c2ccc([N+](=O)[O-])cc2)c2cc3c(cc2[nH]1)OCCO3	-8.6	-2.0	1.0	-19.0	99.9	-2.0	-13.0	103.2	102.2	-9.0	7.5
COc1ccc(CCN(Cc2ccccn2)C(=S)Nc2cccc(C)c2)cc1OC	-38.5	-7.0	-5.0	-3.0	96.5	-2.0	-4.0	100.6	98.5	-3.0	7.5
CCOc1ccccc1NC(=O)CSc1nnc2c(CC)c(C)nc(N)n12	-7.7	-6.0	-10.0	-2.0	105.6	-15.0	-9.0	105.1	104.0	-2.0	11.9
C/C(=C\c1ccccc1)CN1CCN(c2cccc(Cl)c2)CC1	5.3	1.0	-4.0	0.0	110.1	-1.0	-1.0	103.9	105.3	-1.0	-4.4
CCCc1nc(SCC(N)=O)[nH]c(=O)c1CC	6.9	-6.0	-15.0	-3.0	96.4	-18.0	-8.0	99.7	96.8	0.0	4.3
CC1CCCC(C(=O)O)N1C(=O)CCS (centres undefined)	-38.0	-4.0	3.0	0.0	145.1	2.0	0.0	102.1	123.7	0.0	3.1
CCC(=O)NS(=O)(=O)c1ccc(N=NN2CCCCC2)cc1	-3.3	3.0	5.0	3.0	96.4	4.0	3.0	92.8	94.4	2.0	2.3
CCCCCCCn1c(C)nnc1-c1cnn(C)c1N	-19.6	0.0	0.0	-1.0	101.0	-6.0	0.0	99.2	?	1.0	1.0

In the list so far, 5 have a thiophene ring, fused or not:
SMILES	Mcl1 Bid PPI	Bcl-B Bim block	Bcl-2 Bim block	Bim-Mcl-1	RGS4-Gao reg	Bfl-1 Bim block	Bcl-XL Bim block	RGS8-Gao reg	RGS7-Gao reg	Bcl-W Bim block	Mcl1-Noxa inh
COC(=O)c1sccc1NC(=O)CC1C(=O)NCCN1C(=O)c1ccc(F)cc1 (centres undefined)	2.6	·	·	·	96.0	·	·	98.6	?	·	5.2
CC1CCc2cc(F)ccc2N1C(=O)CSc1nnc(-c2cccs2)n1C (centres undefined)	-0.5	0.0	-1.0	0.0	103.9	-2.0	-4.0	100.7	100.4	1.0	-11.8
O=C(Cn1cc(C(=O)c2cccs2)c2ccccc21)NCc1ccc2c(c1)OCO2	-5.1	-11.0	-7.0	-1.0	101.7	-8.0	-13.0	98.8	97.8	-8.0	-8.6
Cc1cc(NC(=O)CSc2nc3ccsc3c(=O)n2CCCCC(=O)O)no1	-11.1	-1.0	-2.0	-2.0	98.8	0.0	-4.0	101.0	99.3	-1.0	-3.9
c1ccc(OCCOc2ncnc3sccc23)cc1	-8.5	-4.0	-6.0	0.0	99.4	-9.0	-5.0	99.3	95.7	0.0	-2.0
